Bioassay records deposited in PubChem by several laboratories.
p97 inhibitor: blocks human p97 ATPase activity | inhibition, % at 8 µM | recombinant p97 ATPase, Kinase-Glo ATP luminescence, 3 h | AID 1481 | actives 0.42% (n = 220,000) | P55072; in the data active = inhibition above about 15%;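 note: 0% = DMSO vehicle and 100% = wells lacking enzyme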
Target sequence (P55072 whole entry, looked up): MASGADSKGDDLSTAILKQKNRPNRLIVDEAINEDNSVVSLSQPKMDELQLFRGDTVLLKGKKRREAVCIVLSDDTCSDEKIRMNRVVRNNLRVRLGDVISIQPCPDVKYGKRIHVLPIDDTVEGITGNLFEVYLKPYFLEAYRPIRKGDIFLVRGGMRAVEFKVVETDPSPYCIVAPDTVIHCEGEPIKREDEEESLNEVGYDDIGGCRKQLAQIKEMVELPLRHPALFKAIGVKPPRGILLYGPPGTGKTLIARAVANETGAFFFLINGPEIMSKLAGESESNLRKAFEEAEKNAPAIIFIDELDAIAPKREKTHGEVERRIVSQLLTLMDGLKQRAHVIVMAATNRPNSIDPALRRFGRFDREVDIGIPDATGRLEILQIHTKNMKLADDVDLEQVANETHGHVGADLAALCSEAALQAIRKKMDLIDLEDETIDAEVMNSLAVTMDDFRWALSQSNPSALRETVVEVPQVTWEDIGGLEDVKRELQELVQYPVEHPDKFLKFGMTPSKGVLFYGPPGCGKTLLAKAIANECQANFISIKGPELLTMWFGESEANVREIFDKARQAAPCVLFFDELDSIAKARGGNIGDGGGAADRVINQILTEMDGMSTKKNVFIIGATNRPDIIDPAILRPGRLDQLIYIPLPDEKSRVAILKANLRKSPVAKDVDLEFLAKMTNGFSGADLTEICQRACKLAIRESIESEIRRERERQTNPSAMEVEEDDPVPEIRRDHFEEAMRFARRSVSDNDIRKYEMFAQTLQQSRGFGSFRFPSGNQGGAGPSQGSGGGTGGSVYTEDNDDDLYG
14-3-3 Bad inh: disrupts binding of bovine 14-3-3 zeta to phospho-Bad peptide; P63103; TR-FRET 14-3-3zeta/Dy647-pBad peptide displacement, 1 h; inhibition, % at 21.7 µM; actives 0.71% (n = 220,000); AID 781;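 active = inhibition above about 70%, limit read from the data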;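 note: 0% = full 14-3-3 plus peptide FRET controls and 100% = background without 14-3-3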
Target sequence (P63103 whole entry, looked up): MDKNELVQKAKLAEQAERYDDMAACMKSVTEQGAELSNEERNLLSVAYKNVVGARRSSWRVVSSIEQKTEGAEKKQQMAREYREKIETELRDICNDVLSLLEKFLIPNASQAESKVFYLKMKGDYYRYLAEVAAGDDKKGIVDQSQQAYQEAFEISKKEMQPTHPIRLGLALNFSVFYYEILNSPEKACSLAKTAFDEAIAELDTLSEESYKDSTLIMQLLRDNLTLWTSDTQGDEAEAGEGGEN
FXIa inh 1536: inhibitors of human coagulation factor XIa | P03951 | purified FXIa, Boc-Glu-Ala-Arg-AMC fluorogenic substrate | inhibition, % at 5 µM | actives 0.14% (n = 220,000) | AID 798;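 active = inhibition of at least 40%; inactive = inhibition below 40%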;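 note: fluorescence of freed AMC excited at 355 nm; 0% = enzyme without compound and 100% = no enzyme blank; many of its hits are not listed in these tables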
Mdm2 ligase inh: Mdm2 E3 ligase (human) inhibition; signal enhancement, % at 5 µM; cell-based MDM2 ubiquitination luciferase reporter, 2 h; 0 = plate control, 100 = twice control, blank-subtracted; Q00987; actives 0.11% (n = 210,000);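 active = signal enhancement of 30% or more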;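 note: luminescence tracks abundance of the self-degrading MDM2-luciferase fusion protein; higher signal means inhibition of MDM2 E3 ligase activity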
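system = mammalian cells stably expressing self-ubiquitinating, self-degrading MDM2 E3–luciferase fusion | quantity = 2000 cells per well seeded | incubation = 4 h cell settling then 2 h compound exposure, 37 °C | signal = SteadyLite luminescence, 15 min reagent step | benchmarks = plate control and blank wells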
Rad51 HR inh: Rad51 (human) homologous recombination inhibition; Q06609; hRad51 DNA strand exchange, fluorescence dequenching; inhibition, % at 10 µM; actives 0.085% (n = 200,000); AID 1385;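 active = inhibition above 40% at the single screening dose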;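 note: 0% = DMSO control wells and 100% = blanks with heterologous ssDNA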
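Material: human Rad51–ssDNA filaments; Probe or stimulus: labelled 47-mer dsDNA for strand exchange; Doses: single 10 µM dose; Incubation: 37 °C 15-min filament assembly, 30-min compound preincubation, 15-min exchange; Technique: FRET fluorescence dequenching, excitation 485 nm, emission 520 nm; Measure: Fluorescence-based percent inhibition, control- and blank-normalised; Benchmarks: plate control and blank wells.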
FXIIa inh 1536: blocks human coagulation factor XIIa protease activity | P00748 | purified FXIIa, Boc-QGR-AMC fluorogenic substrate, 2 h | inhibition, % at 5 µM | actives 0.3% (n = 220,000); in the data active = inhibition above about 40%;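 note: 0% = enzyme with no compound and 100% = blank without enzyme; many of its hits are not listed in these tables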
hK5 inh: kallikrein 5 (human) inhibition. Q9Y337. recombinant hK5, fluorogenic AMC substrate cleavage. inhibition, % at 5 µM. actives 0.59% (n = 210,000). AID 873;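 active = inhibition of 40% or more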;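 note: 0% = enzyme controls without compound and 100% = no-enzyme blanks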
Wee1 stabilizer: inhibitors of human Wee1 degradation. P30291. HeLa Luc-Wee1K328M stability, luciferase luminescence; 100% = proteasome inhibitor MG132 effect. reporter increase, % at 5 µM. actives 1.2% (n = 220,000);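 active = activation above the mean of all tested compounds plus 3 SD, set per screening run, cut at about 8.8% in these data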;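 note: cells exposed to compound for 20 h before luminescence read; 0% = DMSO alone and 100% = MG132 at 30 µM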
eIF4E-4G inh: inhibitors of eIF4E and eIF4G interaction in translation initiation. P63073+Q04637. TR-FRET eIF4E-eIF4GI(517-606) binding, 2 h. inhibition, % at 21.7 µM. actives 0.37% (n = 220,000);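 active = inhibition above about 30%, limit read from the data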;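 note: 0% = full FRET control wells and 100% = background wells lacking eIF4GI fragment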
An asterisk follows results filed as active; . = not tested or not shown; [ ] = remark or other dose.

molecule	p97 inhibitor	14-3-3 Bad inh	FXIa inh 1536	Mdm2 ligase inh	Rad51 HR inh	FXIIa inh 1536	hK5 inh	Wee1 stabilizer	eIF4E-4G inh
C/C(=N\NC(=O)c1ccccc1-n1cccc1)C1CC1	-5.5	-5.0	2.3	-11.6	-1.4	0.8	-1.3	2.4	0.3
O=C(CSc1nnnn1C1CCCCC1)NCc1ccco1	1.2	2.8	16.3	-16.5	-9.1	22.4	4.7	3.8	0.8
CCN(c1cccc(C)c1)S(=O)(=O)c1ccc(OC)c([N+](=O)[O-])c1	2.4	-2.9	-0.2	.	.	8.4	.	-0.7	-4.6
CNC(=S)N(Cc1cccs1)Cc1cc2cc(OC)ccc2[nH]c1=O	2.8	6.8	5.5	-5.1	0.9	7.2	-3.8	-3.6	1.4
COc1ccc(C(=O)NCC(=O)OCC(=O)N2N=C(c3ccc(Cl)cc3)CC2c2ccco2)cc1OC (stereo not drawn)	8.3	-4.2	-3.2	-4.2	24.0	1.6	1.6	-3.3	3.6
COc1ccc(CSC(=N)N)cc1[N+](=O)[O-]	2.3	-4.9	-2.4	-12.0	-1.7	6.1	2.6	0.7	0.2
CCOc1ccc(NC(N)=O)cc1	4.0	-13.2	7.2	-26.0	-0.2	-1.8	39.6	-3.0	10.1
CCOC(=O)c1c(CC(C)C)csc1/N=C/C1C(=O)CC(C)(C)CC1=O	1.8	-10.8	0.6	-0.7	8.0	5.7	17.5	0.1	0.2
Cc1cccnc1Nc1nc(-c2ccc(O)cc2)cs1	-2.5	-17.1[fluorescence artefact?]	-8.0	-16.1	-3.2	-10.6	-17.3	3.1	-2.0
COc1ccc(/C=C2/N=C(SC3CCOC3=O)N(c3cccc(OC)c3)C2=O)cc1 (stereo not drawn)	6.2	3.4[fluorescence artefact?]	2.9	-3.9	-4.6	12.5	-6.1	-1.4	-4.5
Cc1ccc(C(=O)NCc2occc2C(=O)O)o1	4.5	34.3	-12.6	-15.1	1.6	-9.6	-13.0	0.1	7.4
O=C(CC1S/C(=N/N=C/C=C/c2ccccc2)NC1=O)Nc1ccc(Cl)c(Cl)c1 (stereo not drawn)	-0.6	15.1[fluorescence artefact?]	6.0	-14.0	-14.2	10.0	-8.4	-3.3	4.4
Cc1nc(SCC(=O)O)c(C#N)c(-c2ccco2)c1C(=O)N(C)C	-1.9	-1.0	-4.0	-11.5	15.3	0.1	-0.5	0.0	4.7
O=C(NCCc1ccc(F)cc1)c1ccc([N+](=O)[O-])cc1	-0.7	-8.4	-0.8	-23.2	16.5	8.3	-4.4	-0.3	0.8
CCOc1cc(/C=C2/C(=O)ON=C2C)ccc1OCc1ccccc1	-0.3	-10.6	-1.0	-11.1	-25.6	10.0	-4.1	-3.5	0.6
CCN(CC)CCNCc1ccc(-c2ccc(Cl)cc2)o1	4.0	58.6	-3.6	-21.4	-7.1	11.6	-29.9	1.0	3.8[fluorescence artefact?]
COc1ccc(S(=O)(=O)N2CCN(Cc3ccccc3)CC2)cc1	7.0	0.1[fluorescence artefact?]	16.8	-10.1	-0.5	26.5	-2.2	-1.0	-5.5[fluorescence artefact?]
O=C(NCc1ccccn1)c1ccc(NC(=O)c2ccco2)cc1	2.5	-0.6	-4.7	-1.0	6.0	9.2	-6.3	1.1	3.5
COc1cc(NC(=O)CSc2nc3c(C)ccc(C)c3cc2C)c(C(=O)O)cc1OC	1.0	6.9	-1.7	-10.7	.	4.0	-6.1	-2.4	4.5
CC(=O)c1c(C(C)=O)c(C)n(Cc2ccc(Cl)cc2)c1C	4.7	-2.8	-3.7	-3.1	-0.1	7.6	-14.2	3.4	-5.8
O=C(CCc1ccccc1)Nc1ncn[nH]1	-2.5	3.2	-8.8	-20.0	3.3	-3.5	27.5	-2.6	-0.4
CC1=C(C(=O)OC2CCCCC2)C(c2ccc(C)o2)C2=C(CCCC2=O)N1 (stereo not drawn)	0.2	-1.0[fluorescence artefact?]	-7.7	-20.5	10.8	-34.8	0.5	1.9	-1.0[fluorescence artefact?]
CC1(C)Cc2nc3sc4c(OCc5ccccc5)ncnc4c3cc2CO1	1.8	3.2	-6.0	7.7	3.8	7.5	-17.8	-1.2	-1.7
CC(=O)c1sc(-c2ccc(F)cc2F)nc1C	0.4	-1.2	7.8	-10.4	20.6	3.3	5.3	1.3	-0.1
Cc1ccc(CSCC(=O)NCc2cccs2)cc1	-1.6	-2.7	-9.0	-37.4	-9.8	3.5	-3.1	0.3	1.5
Cc1ccc(NCc2nnc(SCC#N)o2)c(C)c1	2.7	-5.3	7.2	5.0	-1.1	15.8	-11.8	-0.4	-2.8
CCc1cc2cc(C(=O)N3CCN(Cc4ccccc4)CC3)sc2s1	-0.4	52.5[fluorescence artefact?]	8.4	8.3	0.9	1.4	4.7	-1.4	-5.6[fluorescence artefact?]
CN1CCN(NC(=O)CN2C(=O)/C(=C/c3ccccc3Cl)SC2=S)CC1	0.5	-10.1	-4.9	-8.9	.	-0.3	-72.3	1.4	1.4
O=C1CCC/C1=C/Nc1ccc(Cl)cc1	3.0	-21.2	-0.7	-11.2	3.5	7.0	-1.3	0.6	4.7
Cc1cccc(CSC2=NCCN2C(=O)c2ccco2)c1	4.9	4.5	5.8	-18.6	-0.4	19.1	-20.9	1.0	1.2

Single records, as listed above. Values in the order: p97 inhibitor, 14-3-3 Bad inh, FXIa inh 1536, Mdm2 ligase inh, Rad51 HR inh, FXIIa inh 1536, hK5 inh, Wee1 stabilizer, eIF4E-4G inh
Cc1nc(SCC(=O)O)c(C#N)c(-c2ccco2)c1C(=O)N(C)C as listed: -1.9, -1.0, -4.0, -11.5, 15.3, 0.1, -0.5, 0.0, 4.7
Cc1ccc(NCc2nnc(SCC#N)o2)c(C)c1 as listed: 2.7, -5.3, 7.2, 5.0, -1.1, 15.8, -11.8, -0.4, -2.8
O=C(NCc1ccccn1)c1ccc(NC(=O)c2ccco2)cc1 as listed: 2.5, -0.6, -4.7, -1.0, 6.0, 9.2, -6.3, 1.1, 3.5

Following part.
molecule	p97 inhibitor	14-3-3 Bad inh	FXIa inh 1536	Mdm2 ligase inh	Rad51 HR inh	FXIIa inh 1536	hK5 inh	Wee1 stabilizer	eIF4E-4G inh
Cc1cc(NC(=O)c2ccc(S(=O)(=O)N3CCCC3)cc2)nc2c1c(=O)oc1ccccc12	-6.0	13.6[fluorescence artefact?]	-0.2	-6.6	6.2	3.4	-27.5	-1.4	6.2
CCOC(=O)C1(CCCc2ccccc2)CCN(CCCn2cccn2)CC1	-2.2	-7.5	4.8	-10.8	.	8.2	.	-2.5	-1.2
CC(OC(=O)CCc1nc2ccccc2c(=O)[nH]1)C(=O)NCc1ccc2c(c1)OCO2 (stereo not drawn)	-0.3	9.2	5.3	-2.4	.	8.0	-11.2	-0.5	1.4
Cc1oncc1C(=O)NC(C)C	6.0	7.6[fluorescence artefact?]	-3.0	7.8	4.2	4.9	-3.4	1.7	10.4
Cc1nc2ccccc2c(=O)n1NC(=O)c1c(O)c2c(n(CC(C)C)c1=O)CCCC2	5.8	7.9	1.8	1.9	-8.8	-0.5	-7.5	-2.0	0.2
O=C(CCNc1ccc(Cc2ccncc2)cc1)c1ccc([N+](=O)[O-])cc1	-0.7	-7.6	4.4	-12.1	-9.9	14.8	15.6	0.3	-2.9
COC(=O)N/N=C/c1sc(N2CCCCC2)nc1-c1cccs1	4.7	-19.7	-1.9	0.5	-1.8	5.7	18.9	3.6	1.0
Cn1cccc1/C=N/NC(=O)c1ccc[n+]([O-])c1	3.3	-12.7	-1.1	2.1	-6.4	10.1	3.8	6.5	3.0
Cn1c(=O)oc2cc(S(=O)(=O)Nc3cccc4c3CCCC4)ccc21	-2.1	8.1	5.3	-10.8	-34.6	13.0	2.3	-1.0	9.2
NC(=O)Nn1c(CCC(=O)O)ccc1-c1ccc(Cl)cc1	4.1	-3.0	-2.0	.	-1.1	12.2	0.5	1.8	-8.6
O=C(O)c1ccc(N2CCCC2=O)cc1	-3.1	-7.5	19.1	-36.6	2.5	29.2	-10.6	-4.1	4.0
COC(=O)CSc1nc2cc3c(cc2cc1C)OCO3	5.6	7.2	-2.6	-12.2	-11.2	2.0	-1.5	-0.1	6.9
COc1cccc(C(=O)NNC2=CC(=O)CC(C)(C)C2)c1	-0.2	-0.6	3.2	-22.4	0.1	13.3	-7.7	-3.4	-7.1
CCOC(=O)C1=C(N)Oc2cc(O)ccc2C1c1ccc([N+](=O)[O-])cc1 (stereo not drawn)	5.8	-25.7	-1.9	-11.2	3.7	3.6	-3.9	0.1	4.2
Nc1nc(NCCCN2CCOCC2)nc(Nc2cccc(Cl)c2)c1[N+](=O)[O-]	6.8	2.6	4.3	-3.4	-8.3	9.1	-1.2	-0.8	3.9
CCCc1cc(=O)[nH]c(N/N=C/C=C\c2ccccc2)n1	-2.5	4.5	30.1	-94.2	2.3	19.7	30.6	0.2	-5.2
CNC(=O)COC(=O)/C=C/c1cn(-c2ccccc2)nc1-c1ccc(C)o1	-2.0	-4.8	4.8	-15.6	-3.2	-0.9	-0.1	-0.4	6.2
CCOC(=O)CON1C(=O)c2ccccc2C1=O	3.0	-9.7	1.8	-9.1	8.1	18.2	-20.5	-3.3	0.7
COC(=O)c1ccc2c(=O)n(Cc3ccco3)c(SCC(=O)Nc3ccc(C)c(Cl)c3)nc2c1	-4.8	5.9[fluorescence artefact?]	0.0	-3.2	-2.7	2.1	-4.3	2.1	-30.0[fluorescence artefact?]
COc1cccc(C(=O)Nc2ccc(Oc3cccc(C(F)(F)F)c3)nc2)c1	7.8	-5.6	2.4	-4.1	5.3	-0.9	-10.5	-0.7	-6.7
O=C(NCC1CCCO1)/C(=C/c1cn(-c2ccccc2)nc1-c1cccnc1)NC(=O)c1ccccc1 (stereo not drawn)	0.5	-2.7	0.4	-21.2	-19.4	2.0	2.2	-1.1	1.2
CCC(NC(=O)c1ccccc1NC(=O)c1ccco1)C(=O)O (stereo not drawn)	1.3	-7.3	-4.6	-23.8	2.5	11.1	-13.6	1.4	-4.0[fluorescence artefact?]
OCCNC(=S)Nc1ccc(Oc2ccccc2)cc1	-0.7	-7.6	-6.2	-12.7	-3.2	-5.1	-20.4	-1.9	-7.3
CCCc1ccccc1OCCNC(=O)c1cc(=O)n(C)c(=O)n1C	-1.3	-10.4	0.4	-6.4	1.0	-2.3	-24.4	-0.8	-1.8
O=C(NC1CCCC1)C(Cc1ccccc1)n1cccc1 (stereo not drawn)	0.6	-2.5[fluorescence artefact?]	-3.8	-10.1	-6.6	2.5	-18.1	-2.8	-1.9[fluorescence artefact?]
O=C(CN1C(=O)NC2(CCSC2)C1=O)NCc1ccccc1 (stereo not drawn)	3.7	-8.9	-3.2	-1.2	0.1	3.6	-1.7	1.2	0.7
Cc1ccc(CSCC(=O)N2CCN(c3ccc(F)cc3)CC2)cc1	0.6	-5.2	1.9	-37.8	6.2	10.6	-10.2	-0.4	-1.5[fluorescence artefact?]
